Giardia FBPA inh: qHTS Assay for Inhibitors of Fructose-1,6-bisphosphate Aldolase from Giardia Lamblia; 290,000 tested, 0.71% active; purified Giardia FBPA; Potency, µM (titrated, usually from 59.6 µM), inactives show top-dose activity, negative = inhibition, actives largely listed as inhibitors; A8B2U2; note: potency is the fitted concentration of half-maximal effect; nearly all actives have a fitted effect of over 55% in size
Target sequence (A8B2U2 whole entry, looked up): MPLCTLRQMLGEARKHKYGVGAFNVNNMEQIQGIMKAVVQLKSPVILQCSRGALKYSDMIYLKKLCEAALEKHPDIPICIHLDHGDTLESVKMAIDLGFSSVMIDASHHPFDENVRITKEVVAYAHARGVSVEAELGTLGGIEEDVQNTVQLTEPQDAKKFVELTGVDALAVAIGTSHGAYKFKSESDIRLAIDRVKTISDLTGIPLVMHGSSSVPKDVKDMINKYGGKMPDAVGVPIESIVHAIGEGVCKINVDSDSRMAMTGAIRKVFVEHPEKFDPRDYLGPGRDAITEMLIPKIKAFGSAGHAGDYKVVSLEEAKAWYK
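Giardia FBPA (40 nM reagent) was preincubated 10 min at RT with compound (up to 57.5 uM final), then substrate plus GAPDH/TPI/NAD/arsenate coupling system with diaphorase/resazurin was added; resorufin fluorescence (525/598 nm) was read after 20 min.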
Sm TGR block: qHTS Assay for the Inhibitors of Schistosoma Mansoni Peroxiredoxins. Schistosoma mansoni thioredoxin glutathione reductase (TGR), Q962Y6. purified TGR, DTNB reduction, TNB absorbance 405 nm. Potency, µM (highest dose often 114 µM), for inactives: at the highest dose activity change, negative = inhibition, hits mostly inhibitors. 360,000 tested, 3% active. AID 485364, 2010; note: potency is the fitted concentration of half-maximal effect; nearly all actives have a fitted effect of over 60% in size
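TGR 20 nM + NADPH 100 uM (dispensed conc.), cpd preinc 15 min RT; start with NADPH (500 uM addition) then DTNB (15 mM addition). Kinetic TNB absorbance, 405 nm filter. Four-parameter Hill fit across titration.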
HCMV inh: qHTS Assay for inhibitors of the human cytomegalovirus (HCMV). HFF cells, HCMV-luciferase reporter, 72 h; active compounds read low. activity change, negative = inhibition, % at 57.5 µM. 410,000 tested, 4.5% active; in the data active = activity change below about -60%; inconclusive = no clear call, values can overlap the other calls; inactive = above about -39%
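HFF cells seeded 16 h at 37C, treated with compounds, infected with luciferase-reporter HCMV at MOI 1 PFU/cell; luciferase read at 72 h post infection, normalized to buffer-only and Salinomycin controls.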
HCV inhibitor: qHTS Assay for Inhibitors of Hepatitis C Virus (HCV); Huh7.5.1 HCVcc-Cre infection, luciferase reporter, 44 h; Potency, µM (titrated, usually from 41.8 µM), without a hit: at the top dose activity change, negative = inhibition, hits mostly inhibitors; 340,000 tested, 3.4% active; AID 651820, 2012; note: potency is the fitted concentration of half-maximal effect
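HCVcc-Cre virus at an moi near 0.5 was added right after compound to cells cultured 4 h from seeding (1,000 cells/well). Luciferase activity was determined 44 h later, 15 min after substrate addition at RT.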
AmpC no deterg: qHTS Inhibitors of AmpC Beta-Lactamase (assay without detergent); Potency, µM (titrated, usually from 57.1 µM), without a hit: top-dose activity change, negative = inhibition, actives largely listed as inhibitors; AID 485341, 2010; AmpC nitrocefin hydrolysis, absorbance 480 nm, 0.0001% Triton; 330,000 tested, 0.52% active;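 note: potency is the fitted concentration of half-maximal effect; plate controls were no compound for no effect and no enzyme for full effect; nearly all actives have a fitted effect of over 20% in size; some results filed as inactive show a strong effect at the top dose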
Target sequence (P00811 whole entry, looked up): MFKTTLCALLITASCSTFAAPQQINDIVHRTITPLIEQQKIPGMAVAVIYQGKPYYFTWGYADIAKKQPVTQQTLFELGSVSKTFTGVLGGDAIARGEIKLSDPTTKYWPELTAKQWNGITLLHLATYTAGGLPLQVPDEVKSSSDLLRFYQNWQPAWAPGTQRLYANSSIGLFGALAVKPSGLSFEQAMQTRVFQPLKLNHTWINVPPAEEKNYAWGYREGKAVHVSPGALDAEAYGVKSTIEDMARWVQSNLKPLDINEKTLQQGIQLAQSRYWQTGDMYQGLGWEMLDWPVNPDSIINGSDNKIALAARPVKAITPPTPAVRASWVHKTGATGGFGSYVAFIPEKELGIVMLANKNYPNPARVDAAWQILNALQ
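AmpC (5.3 nM in the dispensed reagent) in 20 mM phosphate pH 7.0 with 0.01% (detergent screen) or 0.0001% Triton X-100 was preincubated with compounds for 15 min at room temperature. Nitrocefin was then added from an 800 uM solution, and hydrolysis was followed at 480 nm.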
AmpC inh detg: qHTS Inhibitors of AmpC Beta-Lactamase (assay with detergent). 370,000 tested, 0.041% active. AmpC hydrolysis of nitrocefin, absorbance 480 nm, 0.01% Triton. Potency, µM (highest dose often 114 µM), for inactives: at the top dose activity change, negative = inhibition, actives largely listed as inhibitors. P00811;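 note: potency is the fitted concentration of half-maximal effect; 0% = no-compound wells and -100% = no-enzyme wells; nearly all actives have a fitted effect of over 25% in size; some results filed as inactive show a strong effect at the top dose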
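AmpC (5.3 nM in the dispensed reagent) in 20 mM phosphate pH 7.0 with 0.01% (detergent screen) or 0.0001% Triton X-100 was preincubated with compounds for 15 min at room temperature. Nitrocefin was then added from an 800 uM solution, and hydrolysis was followed at 480 nm.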
* hit, by the source's call; ? = inconclusive; · = not tested or not shown; [ ] = remark or other dose. Unless noted, calls come from the whole dose curve; as a rule, active = well fitted curve in the direction sought with a large enough effect; inconclusive = small, poorly fitted or top-dose-only effect, or another doubt; inactive = no such curve, though single readings can be large; an effect the other way counts as inactive or inconclusive. Unless noted, % is set by controls: 0 for no effect and ±100 for the full control effect. Rows are unselected. Share with any hit: about 9.9%.

SMILES	Giardia FBPA inh	Sm TGR block	HCMV inh	HCV inhibitor	AmpC no deterg	AmpC inh detg
Cc1cc(=O)[nH]c(-n2nc(C)cc2C)n1	-12%	5%	14	10%	-21%	?
CCOC(=O)N1CCC(N(CCN(C)C)C(=S)Nc2ccc(F)c(Cl)c2)CC1	-4%	?	?	-6%	154%[activator]	2%
O=C1CC(C(F)(F)C(F)(F)C(F)(F)F)=Nc2ccccc2N1	-1%	3%	20	7%	-13%	5%
CCOC(=O)C1=C(COC(=O)c2ccc(OC)c(OC)c2OC)NC(=O)NC1C (stereo not drawn)	·	1%	33	?	?	-2%
CC(=O)Nc1ccc(S(=O)(=O)NCC(=O)OCC(=O)N2CCN(c3ccccc3)CC2)cc1	1%	-11%	-3	8%	17%	-2%
COc1cccc(CNC(=O)c2cc(S(=O)(=O)N3CCCC3)cn2C)c1	5%	-17%	6	-10%	-2%	?
Nc1ccc(C(=O)OCC(=O)N2CCN(C(=O)c3ccco3)CC2)cc1[N+](=O)[O-]	1%	-6%	-4	-2%	-10%	-8%
COc1ccc(S(=O)(=O)N(C)C[C@H]2Oc3ccc(NS(=O)(=O)c4cccs4)cc3CC(=O)N([C@H](C)CO)C[C@H]2C)cc1	·	·	8	-17%	241%[activator]	·
Fc1cccc(C2CCCCN2Cc2nc(C3CC3)no2)c1 (stereo not drawn)	0%	13%	19	-3%	11%	1%
COC(=O)c1ccc(Oc2nc(NC(C)C)nc(SC)n2)cc1	6%	6%	40	?	-9%	0%
CCOC(=O)CCn1c(=S)n(CCC(=O)OCC)c2ccccc21	6%	3%	-5	0%	-9%	-5%
O=C1CC(c2ccccc2Cl)C2=C(COC2=O)N1 (stereo not drawn)	6%	7%	-2	10%	-13%	2%
CCOc1ccc(CCNC(=O)Cn2ncn3c(cc4sc(C)cc43)c2=O)cc1OCC	·	5%	37	·	·	1%
C#CCNC(=O)C1=C[C@H](C2CCCCC2)C[C@H](OCc2ccc(CO)cc2)O1	-10%	20µM*	21	-26%	99%[activator]	6%
COc1c([N+](=O)[O-])c(=O)oc2ccccc12	-1%	-13%	67	36%[activator]	-8%	?
CCN(CC)C(=O)COc1coc(CN2CCN(c3cccc(Cl)c3)CC2)cc1=O	·	-20%	3	11%	71%[activator]	-6%
O=C(Nc1ccccc1)C1=C[C@@H](C2CCCCC2)C[C@@H](OCCCCO)O1	-5%	-31%	?	0.32µM*	53%	-4%
Cc1ccc(Cl)cc1N1CCN(c2cccc[n+]2C)CC1	4%	4%	-93*	1%	11%	?
CCOc1ccc2nc(NCCCNS(=O)(=O)c3ccc(C)cc3)c(C#N)cc2c1	-13%	-24%	8	6%	-26%	2%
Cc1cc(S(=O)(=O)N2CCCC2)ccc1OCC(=O)Nc1ccc(C(N)=O)cc1	·	-10%	2	5%	-18%	2%
COc1cccc(NC(=O)Cn2c(=O)n(C)c(=O)c3sc4c(c32)COC(C)(C)C4)c1	·	-11%	-33	11%	-12%	-1%
CC(=O)c1c(C)oc(C)c1CSCc1ccc(C(=O)O)o1	-10%	?	29	10%	-4%	2%
CCC(C)(C)NC(=O)C(c1cccnc1)N(CCOC)C(=O)Cn1nnc2ccccc21 (stereo not drawn)	10%	-1%	-13	19%	5%	2%
Cc1ncsc1CCOC(=O)c1ccc(N2CCOCC2)c([N+](=O)[O-])c1	-3%	-15%	-61*	-4%	49%	6%
O=C(c1cn(-c2ccccc2)nc1-c1ccc(Br)cc1)N1CCOCC1	5%	2%	?	22%	170%[activator]	6%

(next part)
SMILES	Giardia FBPA inh	Sm TGR block	HCMV inh	HCV inhibitor	AmpC no deterg	AmpC inh detg
Cc1ccc(NC(=O)c2cnn(-c3ccccc3)c2NC(=O)c2ccco2)cc1C	5%	9%	·	-4%	-41%	1%
CN(C(=O)COC(=O)c1ccc2ccccc2n1)C1CCS(=O)(=O)C1 (stereo not drawn)	-8%	1%	53	16%	-11%	-4%
CC(NC(=O)CCc1nnc(Cc2cccc(C(F)(F)F)c2)o1)C1CC1 (stereo not drawn)	5%	8%	80	2%	26%	-4%
CCS(=O)(=O)c1ncc(Cl)c(C(=O)N(Cc2ccccc2)c2ccc(OC)cc2)n1	·	40µM*	-99*	·	·	8%
Cc1no[n+]([O-])c1COc1cccc(/C=N/Nc2nncn2N)c1	14µM*	-24%	-82*	4%	-36%	-5%
O=C(COC(=O)C1CCN(S(=O)(=O)c2c(Cl)cccc2Cl)CC1)NCc1ccco1	·	-18%	-37	0%[8.37 µM]	-17%	?
COc1cc(OC)nc(NC(=O)C(C)C)n1	3%	1%	11	8%	1%	0%
COc1ccc(/C=C/c2noc(-c3ccccc3O)n2)cc1	-1%	1%	-22	-4%	-54%	-16%
CNC(=S)NNc1nc(N2CCOCC2)nc(N2CCOCC2)n1	-22%	3%[57.1 µM]	37	10%	-9%	0%
C=CCNCCCCOc1ccc(Br)cc1C	?	-19%	-29	-26%	0%	?
CC(C)(C)[C@H]1COC(=O)CC/C=C\C[C@@H](CC(=O)N(CCO)Cc2ccccc2)C(=O)N1	·	·	20	-15%	-2%	·
COc1ccc(NC(=O)CN(C)S(=O)(=O)c2ccc3c(c2)CCCN3C(C)=O)cc1Cl	·	-2%	-22	·	·	-8%
Cc1cc(Cl)ccc1NC(=O)CN(c1ccccc1Br)S(C)(=O)=O	·	6%	2	·	·	8%
CC(C)N(C(=O)Cn1c(SCC(=O)NC2CC2)nc2ccccc21)C(C)C	·	1%	9	-13%	-1%	4%
Cc1ccccc1-n1c(C)nc2sccc2c1=O	1%	27%	9	5%	-3%	2%
O=C(CSc1ncnc2c1cnn2-c1ccccc1Cl)N1CCN(C(=O)c2ccco2)CC1	3%	1%	24	-25%	48%	?
COc1ccccc1C1CCN(C(=O)c2cccc([N+](=O)[O-])c2)CC1	3%	1%	16	-21%	32%	-2%
O=C(CC1CCCC1)Nc1nnc(C2CC2)s1	0%	8%	68	4%	-6%	?
CC(=O)c1ccc(N2CCN(C3CCC(C(C)(C)C)CC3)CC2)cc1 (stereo not drawn)	?	-13%	-10	3%	-2%	-14%
CN(Cc1cccc(F)c1)C(=O)c1ccc(S(=O)(=O)N2CCCCCC2)cc1	·	·	-16	-7%	23%	·
Cc1c(NC(=O)C(C)OC(=O)c2ncc(Cl)c(Cl)c2Cl)c(=O)n(-c2ccccc2)n1C (stereo not drawn)	·	1%	5	11%	0%	0%
Cc1cccc(NC(=S)NC23CN4CN(CN(C4)C2)C3)c1	1%	2%	-16	5%	-7%	0%
COc1ccccc1NC(=O)c1coc(=O)c(Br)c1	1%	-13%	66	6%	-13%	-2%
Cc1cc(C)cc(N(CC(=O)NCc2ccco2)S(=O)(=O)c2c(C)noc2C)c1	-2%	-30%	-22	-6%	9%	?
C[C@]12c3[nH]c4cc(-c5ccco5)ccc4c3CCN1C(=O)[C@@H](CC(=O)NCCN1CCOCC1)C[C@@H]2C(=O)N1CCCCC1	·	·	8	30%	178%[activator]	·

Laid out differently: results already given
SMILES | Giardia FBPA inh | Sm TGR block | HCMV inh | HCV inhibitor | AmpC no deterg | AmpC inh detg
Cc1ccccc1-n1c(C)nc2sccc2c1=O | 1% | 27% | 9 | 5% | -3% | 2%
O=C(CSc1ncnc2c1cnn2-c1ccccc1Cl)N1CCN(C(=O)c2ccco2)CC1 | 3% | 1% | 24 | -25% | 48% | ?
COc1ccccc1C1CCN(C(=O)c2cccc([N+](=O)[O-])c2)CC1 | 3% | 1% | 16 | -21% | 32% | -2%
O=C(CC1CCCC1)Nc1nnc(C2CC2)s1 | 0% | 8% | 68 | 4% | -6% | ?
CC(=O)c1ccc(N2CCN(C3CCC(C(C)(C)C)CC3)CC2)cc1 (stereo not drawn) | ? | -13% | -10 | 3% | -2% | -14%
CN(Cc1cccc(F)c1)C(=O)c1ccc(S(=O)(=O)N2CCCCCC2)cc1 | · | · | -16 | -7% | 23% | ·

(next part)
SMILES	Giardia FBPA inh	Sm TGR block	HCMV inh	HCV inhibitor	AmpC no deterg	AmpC inh detg
Cc1cc(C)c2cc(C#N)c(NCCOC(=O)c3ccccc3C)nc2c1	-7%	-2%	53	?	-16%	3%
O=C(NCCc1cnc[nH]1)Nc1cccc(C(F)(F)F)c1	1%	-2%	2	12%	-9%	2%
Cc1nc(-n2nc(C)c(CCC(C)C)c2C)sc1C(=O)Nc1cccc(Cl)c1C	·	-2%	21	·	·	17%
Cn1c(C2CCCCC2)nc2c1c(=O)[nH]c(=O)n2Cc1ccccc1	-2%	-18%	14	18%	-8%	4%
Cc1cc(C(=O)Nc2c(C)nn(Cc3ccccc3)c2C)on1	0%	-1%	-15	18%	-5%	-11%
CCN(C(=O)CSc1nnc(-c2cc3occc3n2C)n1-c1ccccc1C)c1cccc(C)c1	·	3%	4	·	·	2%
CCC1Oc2ccc(C)cc2N(CC(=O)NCC2COc3ccccc3O2)C1=O (stereo not drawn)	1%	-3%	-16	-26%	32%	-1%
Cc1c(Cl)cccc1NC(=S)NCCc1ccccn1	-26%	1%	-69*	-9%	-28%	-2%
O=C(COc1ccccc1Cl)OCc1cc(=O)n2nc(C3CC3)sc2n1	·	0%	-15	·	·	?
CN(CC(=O)Nc1ccc(Cl)c(C(F)(F)F)c1)C(=O)C1CCCO1 (stereo not drawn)	·	-5%	48	-6%	4%	-2%
Cc1cc(OCC(=O)Nc2c(C)n(C)n(-c3ccccc3)c2=O)c2c3c(c(=O)oc2c1)CCC3	1%	-5%	·	·	-8%	?
N#C/C(=N\Nc1ccc(S(=O)(=O)N2CCCCC2)cc1)C(N)=S	-24%	-1%	-38	-11%	-40%	?
C=CCOC(=O)C1=C(C)OC(N)=C(C#N)C1c1ccc(OC)c(CSc2ccccn2)c1 (stereo not drawn)	-10%	-13%	-3	0%	-19%	-5%
O=c1[nH]n(Cc2ccccc2)c2ccccc12	-4%	5%	9	25%	-9%	-7%
COc1cc(/C=N/NC(=S)Nc2cccc(Cl)c2C)ccc1OCC(=O)N1CC(C)OC(C)C1 (stereo not drawn)	-10%	-4%	-33	11µM*	182%[activator]	0%
COc1ccccc1N1CCN(C(=O)NCc2cccc(C(F)(F)F)c2)CC1	2%	-6%	21	4%	91%[activator]	-10%
CC(/C=C/c1ccccc1)=N\NC(=O)Cn1nc(C)cc1C	4%	-11%	-6	20%	-10%	-10%
Cn1c(SCc2ccc(C(F)(F)F)cc2)nc2c([nH]c3ccccc32)c1=O	·	7%	53	·	·	9%
COc1ccc(-n2ccnc(SCC(=O)NCc3ccccc3Cl)c2=O)cc1	11%	-8%	0	4%	-11%	-14%
O=C(c1ccc2c(c1)OCCO2)N(Cc1cccnc1)c1nc2c(F)cc(F)cc2s1	·	8%	-29	·	·	2%
Clc1ccc(-c2nnc3sc(-c4ccccn4)nn23)cc1	15%	-17%	·	·	-10%	-12%
COc1cccc(CNC(=O)C2=Cc3cccc(OC)c3OC2)c1	1%	-4%	-18	2%	-30%	0%
